mIAP block = blocks mouse intestinal alkaline phosphatase | purified mouse IAP, CDP-Star luminescence, 30 min | inhibition, % at 10 µM | 330,000 compounds, 0.2% hits | AID 2806;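 active = inhibition of at least 40% at 10 µM in the primary screen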;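 note: plate controls were DMSO with enzyme for no effect and no enzyme wells for full effect; values of inactives mirror those of a sister screen read the other way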
hIAP activ = increases human intestinal alkaline phosphatase activity; P09923; purified human IAP, CDP-Star luminescence, 30 min; active compounds read high; 1 = vehicle-only enzyme, 0 = enzyme-free background; activation factor at 10 µM; 330,000 compounds, 0.16% hits;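 active = activation factor of the enzyme at least 2-fold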; note: the source names both 10 and 20 µM as test concentration; values of inactives mirror those of a sister screen read the other way
Target sequence (P09923 whole entry, looked up): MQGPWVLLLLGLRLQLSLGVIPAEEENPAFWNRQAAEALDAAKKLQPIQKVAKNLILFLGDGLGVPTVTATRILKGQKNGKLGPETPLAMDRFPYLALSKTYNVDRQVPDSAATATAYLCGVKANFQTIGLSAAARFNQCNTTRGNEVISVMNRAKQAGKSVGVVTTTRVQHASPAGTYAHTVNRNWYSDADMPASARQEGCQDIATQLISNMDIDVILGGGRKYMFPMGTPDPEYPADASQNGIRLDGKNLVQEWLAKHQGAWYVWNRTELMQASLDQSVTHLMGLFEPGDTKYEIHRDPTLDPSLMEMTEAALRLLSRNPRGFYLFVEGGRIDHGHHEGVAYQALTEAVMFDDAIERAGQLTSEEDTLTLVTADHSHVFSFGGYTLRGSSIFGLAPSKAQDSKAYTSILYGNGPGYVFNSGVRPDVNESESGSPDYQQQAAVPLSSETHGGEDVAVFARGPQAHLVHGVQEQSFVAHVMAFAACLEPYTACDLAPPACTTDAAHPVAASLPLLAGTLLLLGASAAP
mIAP activ = increases mouse intestinal alkaline phosphatase activity; 330,000 compounds, 0.24% hits; muIAP, CDP-Star luminescence, 30 min; active compounds read high; 1 = vehicle-only enzyme signal, 0 = enzyme-free wells; activation factor at 10 µM;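 active = activation factor of at least 2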; note: the source names both 10 and 20 µM as test concentration; values of inactives mirror those of a sister screen read the other way
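also added = chemiluminescent substrate CDP-Star | test system = mouse IAP enzyme | signal = chemiluminescence readout | compound = DMSO-dissolved test compounds | incubation = 30 min at room temperature | benchmarks = DMSO wells, no-enzyme wells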
hIAP block = blocks human intestinal alkaline phosphatase | inhibition, % at 10 µM | AID 2544 | purified IAP, CDP-Star luminescence, 30 min | 330,000 compounds, 0.12% hits | P09923;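 active = inhibition reaching a set limit with compound at 10 µM in the primary screen, cut at about 35% in these data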;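 note: plate controls were DMSO wells with enzyme for no effect and no-enzyme buffer wells for full effect; values of inactives mirror those of a sister screen read the other way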
A3G deaminase = blocks human APOBEC3G single-stranded DNA deamination; AID 493012; 330,000 compounds, 0.28% hits; inhibition, % at 20 µM; recombinant A3G, ssDNA deamination FAM/TAMRA fluorescence; Q9HC16;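 active = inhibition of at least 40% at 20 µM, with no more than 30% in the related APOBEC3A deaminase screen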;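 note: plate controls were DMSO wells with A3G for no effect and wells lacking A3G enzyme for full effect; some compounds called inactive have numbers as strong as hits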
NR3A LBD binder = modulates the human NR3A ligand-binding domain. AID 1259313. Tm shift relative to glycine control, % at 25 µM. 340,000 compounds, 2.5% hits. NR3A LBD differential scanning fluorimetry, Tm shift; 0% = protein alone, 100% = glycine-bound protein;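 active = melting temperature shift of at least 10% of the positive control shift, at one fixed dose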
MPTP inh = permeability transition pore inhibition; inhibition, % at 10 µM; AID 602449; 360,000 compounds, 1.4% hits; isolated mouse mitochondria, Ca2+ swelling absorbance, 30 min;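 active = inhibition of 50% or more, scaled per plate between neutral and stimulator controls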;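 note: 0% = DMSO wells given calcium and 100% = 1 mM EGTA wells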
MIN6 prolif = induces beta-cell replication in MIN6 cells. MIN6 cells proliferation, ATPlite luminescence, 48 h; cells starved in 0.2% serum; 100% = growth in 10% serum. proliferation, % at 10 µM. 330,000 compounds, 0.29% hits;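 active = compounds whose signal lies at least 3.5 SD above the mean of all wells on their plate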;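 note: 0% = DMSO-treated cells in low-serum medium and 100% = 10% serum control; some compounds called inactive have numbers as strong as hits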
A3A deaminase = inhibitors of human APOBEC3A DNA deaminase. recombinant A3A, FAM/TAMRA ssDNA deamination fluorescence. P31941. 330,000 compounds, 0.41% hits. inhibition, % at 20 µM;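 active = at least 40% inhibition at 20 µM here, with at most 30% in a related deaminase screen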;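 note: plate controls were A3A with DMSO for no effect and wells lacking A3A enzyme for full effect; some results filed as inactive read as strong as hits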
Target sequence (P31941 whole entry, looked up): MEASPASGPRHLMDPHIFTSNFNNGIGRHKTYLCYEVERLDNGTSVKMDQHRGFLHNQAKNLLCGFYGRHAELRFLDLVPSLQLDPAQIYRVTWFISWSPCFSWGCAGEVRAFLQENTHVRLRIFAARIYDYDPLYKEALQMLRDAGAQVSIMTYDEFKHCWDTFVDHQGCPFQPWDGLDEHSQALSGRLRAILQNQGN
Starred values were filed as active, the others as inactive; . = not tested or not shown.

# | smiles | mIAP block | hIAP activ | mIAP activ | hIAP block | A3G deaminase
1 | N=C1c2ccccc2CN1c1ccc(N2CCOCC2)c(S(=O)(=O)Nc2ccc(Cl)cc2)c1 | 7 | 1.2 | 0.93 | -15 | 8
2 | Cc1ccc(/C=C/C(=O)NCCCc2ccccc2)cc1 | 6 | 0.82 | 0.94 | 18 | -6
3 | CCOC(=O)C(NC(=O)CC(C)C)(Nc1cc(C)on1)C(F)(F)F (centres undefined) | -6 | 1.1 | 1.1 | -6 | -2
4 | CCOc1ccccc1OCCCC(=O)NNC(=O)c1nn(C)c(=O)c2ccccc12 | -10 | 1.5 | 1.1 | -50 | -6
5 | CCCCN(C(=O)c1ccc(N(C)S(=O)(=O)c2ccc(C)cc2)cc1)c1c(N)n(CCCC)c(=O)[nH]c1=O | 11 | 1.1 | 0.89 | -11 | -7
6 | O=C(O)CN1CCN(Cc2ccccc2)C1=O | 2 | 1.7 | 0.97 | -70 | -3
7 | COc1ccc(C(=O)N[C@H](C(=O)OCc2cc(=O)oc3cc(C)ccc23)C(C)C)cc1 | 5 | 0.88 | 0.95 | 12 | -10
8 | O=C(Nc1cccc(S(=O)(=O)NC2=NCCC2)c1)c1ccc(=O)[nH]c1 | -4 | 0.98 | 1 | 2 | -1
9 | O=C(c1ccc(F)cc1F)N1CCCN(c2nc(-c3ccccc3)ns2)CC1 | -2 | 0.96 | 1 | 4 | -3
10 | COC(=O)c1sc(NC(=O)c2csc3c2CCCC3)nc1C | 4 | 1.1 | 0.96 | -8 | 0
11 | Cc1ccccc1N=Nc1c(C)[nH]n(C(N)=S)c1=O | 10 | 1.1 | 0.9 | -9 | -8
12 | CC(C)(C)c1ccc(C(=O)NCc2nnc(SCC(=O)NC3CCCCC3)o2)cc1 | 6 | 1.2 | 0.94 | -23 | -7
13 | CC1(C)S[C@@H]2[C@H](NC(=O)[C@H](N)c3ccc(O)cc3)C(=O)N2[C@H]1C(=O)O | 0 | 1 | 1 | 0 | 0
14 | CCC(=O)Nc1nc(-c2ccccc2)ns1 | -2 | 1 | 1 | 0 | -4
15 | CCOC(=O)c1c(O)cc(C)[nH]c1=O | 7 | 1 | 0.93 | -4 | -2

# | NR3A LBD binder | MPTP inh | MIN6 prolif | A3A deaminase
1 | . | . | -6 | -9
2 | 0 | 2.7 | -3 | 2
3 | -1 | 1.8 | -3 | 1
4 | 1 | -3.0 | 2 | -2
5 | -5 | -1.8 | -1 | -3
6 | 2 | -8.6 | 5 | 2
7 | -1 | 1.2 | -1 | -6
8 | 1 | -0.3 | -3 | 1
9 | 0 | 3.3 | 3 | 0
10 | -5 | 2.2 | -5 | 3
11 | -5 | 1.4 | -1 | -3
12 | 2 | -1.4 | 0 | -3
13 | 1 | 2.8 | -3 | 1
14 | -1 | 14 | -2 | -6
15 | -2 | -0.1 | -2 | 0

Continuation:
# | smiles | mIAP block | hIAP activ | mIAP activ | hIAP block | A3G deaminase
16 | COC(=O)Nc1ccc(S(=O)(=O)N2CCN(CCN3C(=O)C4C5C=CC(C5)C4C3=O)CC2)cc1 (centres undefined) | -12 | 1.1 | 1.1 | -5 | -1
17 | Cc1ccc(Cl)cc1NC(=O)Nc1cccs1 | -25 | 0.96 | 1.3 | 4 | -4
18 | NC(=O)C1(N2CCCCC2)CCN(C2CC(=O)NC2=O)CC1 (centres undefined) | -1 | 0.97 | 1 | 3 | -10
19 | COc1ccc(C2=NOC(C)(c3nnc(-c4ccc(F)cc4)o3)C2)cc1 (centres undefined) | -2 | 1 | 1 | -3 | 9
20 | CCOC(=O)C1=C(C)OC(N)=C(C#N)C1c1cc(OC)c2c(c1)OCO2 (centres undefined) | 2 | 0.98 | 0.98 | 2 | -7
21 | CCc1ccc(NC(=O)c2ccnc(C(C)(C)C)c2)cc1 | 5 | 0.97 | 0.95 | 3 | -5
22 | CN(CC(=O)Nc1ccccc1Br)C(=O)CNC(=O)Cc1cccc2ccccc12 | -4 | 1.1 | 1 | -10 | -1
23 | CC(C)c1ccc(Nc2nnc(SCC(=O)Nc3ncc(S(=O)(=O)c4ccc([N+](=O)[O-])cc4)s3)s2)cc1 | 17 | 0.99 | 0.83 | 1 | -8
24 | Cc1cccc(-c2ncc(CN3CCN(C4CCCC4)C(CCO)C3)cn2)c1 (centres undefined) | 1 | 0.93 | 0.99 | 7 | 3
25 | Cc1ccc(C)c(NC(=O)c2ccc3c(c2)N(Cc2ccc(F)cc2)C(=O)CS3=O)c1 (centres undefined) | 8 | 0.82 | 0.93 | 18 | -6
26 | COCCn1c(CCC(=O)O)ccc1-c1cccs1 | 0 | 1 | 1 | 0 | -6
27 | COc1ccc(/C=C(/NC(=O)c2ccc(OC)c(OC)c2)C(=O)NCCCn2ccnc2)cc1 | 7 | 0.94 | 0.93 | 6 | -6
28 | COc1ccc([N+](=O)[O-])cc1NS(=O)(=O)c1cc(C(=O)NCc2cccnc2)ccc1Cl | 0 | 1.3 | 1 | -26 | -5
29 | Cc1ccc(C(=O)NC2CCN(Cc3ccccc3)CC2)cc1S(=O)(=O)N1CCOCC1 | 0 | 0.96 | 1 | 4 | -2
30 | COCCSc1nnc(NC(=O)Cc2cccs2)s1 | 1 | 1 | 0.99 | -1 | -1

# | NR3A LBD binder | MPTP inh | MIN6 prolif | A3A deaminase
16 | 0 | 0.0 | 2 | 2
17 | 20* | 87* | -5 | -3
18 | 4 | -3.8 | 2 | -3
19 | 0 | -0.6 | 2 | 1
20 | 4 | -3.8 | 0 | -2
21 | 1 | 0.8 | 4 | 0
22 | 2 | 0.6 | 0 | -1
23 | 13* | 1.2 | -5 | 19
24 | -2 | 1.1 | 2 | 4
25 | -9 | -2.5 | -3 | -4
26 | 0 | -0.1 | -4 | -4
27 | 1 | 0.7 | -1 | -3
28 | -8 | -1.3 | 0 | 1
29 | 0 | -0.1 | -2 | 0
30 | -6 | -1.3 | -4 | 4

Next records.
# | smiles | mIAP block | hIAP activ | mIAP activ | hIAP block | A3G deaminase
31 | CCC(C(=O)O)n1c(C(F)(F)F)nc2ccccc21 (centres undefined) | 4 | 0.96 | 0.95 | 4 | -3
32 | O=C(CCc1ccccc1Cl)Nc1ccc(S(=O)(=O)Nc2nccs2)cc1 | 3 | 1.1 | 0.97 | -10 | -7
33 | CC(=O)Nc1ccc2nc(NC(=O)COc3ccccc3C)sc2c1 | -1 | 1.1 | 1 | -5 | -4
34 | Cc1c(Cl)cccc1NC(=S)N(C)CCC#N | -3 | 0.96 | 1 | 4 | -4
35 | Cc1cccc(-n2c(O)c(C=NCc3ccccn3)c3ccccc3c2=O)c1 | -3 | 1 | 1 | 0 | -2
36 | CCOC(=O)CN1NC2(CCC(C)CC2)NC1=S (centres undefined) | -21 | 1.1 | 1.2 | -10 | -8
37 | CCOc1ccc(S(=O)(=O)N2CCC(C(=O)NCc3ccccn3)CC2)cc1 | 0 | 0.88 | 1 | 12 | -4
38 | CCCC(=O)N1CCc2cc(-c3nc(N)sc3C)ccc21 | 4 | 1.2 | 0.96 | -23 | 1
39 | Nc1cc(=O)[nH]c(=S)n1-c1ccccc1 | -14 | 1 | 1.1 | -2 | -2
40 | COc1ccc(C(=O)N2CCC(N3CCN(c4ccccc4)CC3)CC2)cc1OC | -6 | 1 | 1.1 | 0 | -9
41 | COc1ccc(-n2c(=O)c3ccccc3n(CC(=O)Nc3cc(C)on3)c2=O)cc1OC | -5 | 0.78 | 1.1 | 22 | -7
42 | Cc1ccccc1OCc1nnc(SCC(=O)O)n1Cc1ccccc1 | -8 | 1.1 | 1.1 | -9 | -3
43 | Cc1cnc(C(=O)OCC(=O)N2CCc3ccccc3C2)cn1 | 2 | 1.1 | 0.97 | -8 | -3
44 | Cn1c(=O)c2c(SCC(N)=O)nc(CC(C)(C)C)nc2n(C)c1=O | -11 | 0.98 | 1.1 | 2 | -2
45 | COc1cccc(CN(C(=O)COc2ccc(C)cc2)C2CCS(=O)(=O)C2)c1 (centres undefined) | -3 | 1.5 | 1 | -45 | -6

# | NR3A LBD binder | MPTP inh | MIN6 prolif | A3A deaminase
31 | 12* | 0.2 | 2 | -1
32 | 1 | -0.2 | -2 | -6
33 | 23* | -1.8 | -3 | -2
34 | 5 | 2.5 | -2 | -1
35 | 0 | 0.7 | -2 | 0
36 | 2 | 0.7 | 0 | -6
37 | 0 | 0.6 | 0 | 0
38 | -1 | -3.7 | 0 | 4
39 | 1 | -1.3 | 2 | 1
40 | -2 | -0.7 | -3 | -2
41 | 0 | -2.0 | -1 | -5
42 | -2 | -1.0 | -1 | 0
43 | 0 | -0.8 | 0 | -1
44 | 0 | 1.8 | 0 | -2
45 | 0 | -1.3 | -2 | -4

Additional compounds.
# | smiles | mIAP block | hIAP activ | mIAP activ | hIAP block | A3G deaminase
46 | CC(C)(C)C(=O)NC1(C(F)(F)F)NC(=O)N(CCc2ccccc2)C1=O (centres undefined) | 2 | 0.92 | 0.98 | 8 | -3
47 | O=C(O)C1C2CCC(O2)C1C(=O)NCc1ccccc1Br (centres undefined) | -2 | 1.3 | 1 | -29 | -4
48 | CC1CCCC(N2CCN(C(=O)c3ccc(F)cc3)CC2)C1 (centres undefined) | -11 | 1.1 | 1.1 | -14 | 5
49 | Cc1ccc(S(=O)(=O)Nc2nnc(C3CCCCC3)s2)cc1 | 8 | 0.97 | 0.92 | 3 | 1
50 | COc1ccccc1N1C(=S)NC2CS(=O)(=O)CC21 (centres undefined) | 5 | 1.3 | 0.95 | -25 | -2
51 | O=C(CNS(=O)(=O)c1ccc2c(c1)OCCCO2)N1CCN(Cc2ccccc2)CC1 | -7 | 0.87 | 1.1 | 13 | -7
52 | O=[N+]([O-])c1ccc(O)c(/C=N/Nc2ccccc2Cl)c1 | 3 | 0.89 | 0.97 | 11 | -2
53 | COc1ccccc1C1CC(=O)Nc2c1c(=O)n(C)c(=O)n2C (centres undefined) | -8 | 0.84 | 1.1 | 16 | -4
54 | Cn1c(=O)c2nc(NCc3ccccc3)cnc2n(C)c1=O | -9 | 0.9 | 1.1 | 10 | -12

# | NR3A LBD binder | MPTP inh | MIN6 prolif | A3A deaminase
46 | -3 | 0.7 | -1 | 0
47 | -2 | -0.1 | -1 | -1
48 | 0 | -1.2 | -3 | 2
49 | 4 | 0.6 | 0 | 0
50 | 0 | 0.5 | -2 | -3
51 | 1 | -0.8 | 4 | -6
52 | 0 | 94* | -5 | 4
53 | 1 | -0.2 | 10 | -5
54 | -1 | 0.0 | 2 | -6

Marked active in NR3A LBD binder (from the list above):
cpd | SMILES | mIAP block | hIAP activ | mIAP activ | hIAP block | A3G deaminase | NR3A LBD binder | MPTP inh | A3A deaminase
17 | Cc1ccc(Cl)cc1NC(=O)Nc1cccs1 | -25 | 0.96 | 1.3 | 4 | -4 | 20* | 87* | -3
23 | CC(C)c1ccc(Nc2nnc(SCC(=O)Nc3ncc(S(=O)(=O)c4ccc([N+](=O)[O-])cc4)s3)s2)cc1 | 17 | 0.99 | 0.83 | 1 | -8 | 13* | 1.2 | 19
31 | CCC(C(=O)O)n1c(C(F)(F)F)nc2ccccc21 (centres undefined) | 4 | 0.96 | 0.95 | 4 | -3 | 12* | 0.2 | -1
33 | CC(=O)Nc1ccc2nc(NC(=O)COc3ccccc3C)sc2c1 | -1 | 1.1 | 1 | -5 | -4 | 23* | -1.8 | -2

From PubChem
